Bioassay records (PubChem BioAssay)
Rab7 wt modul: dog Rab7 wildtype GTP binding, inhibitors and activators; GST-Rab7 beads, fluorescent GTP binding, flow cytometry; actives lie on both sides; untreated = 100%, excess cold GTP = 0%; GTP binding activity (percent of control), % at 10 µM; 190,000 tested, 0.055% active; AID 758;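 active = fluorescent GTP binding to Rab7 beads changed by at least 20 points from the 100% baseline, either direction, mostly lower; inconclusive = compound itself probably fluorescent, or too few beads counted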;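 note: median green fluorescence of bound Bodipy-FL-GTP per Rab7 bead population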
Pf gamet viab: inhibitors of late stage P. falciparum gametocyte viability. P. falciparum stage V gametocytes, ATP luminescence, 24 h. inhibition, % at 10.9 µM. 150,000 tested, 0.065% active;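 active = inhibition above the mean plus 3 SD of compounds within the control limits, set per campaign, cut at about 38% in these data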;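 note: 0% = DMSO wells and 100% = medium only without gametocytes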
RGS8-Gao: modulates binding of RGS8 to human Galphao | P09471 | multiplexed bead flow cytometry; actives lie on both sides | response (percent of control binding), % at 10 µM | 220,000 tested, 0.34% active | AID 1423; in the data active = response below about 60% or above about 140%; inactive = in between;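 note: Galphao activated as the GDP aluminium fluoride complex binding bead-coupled RGS8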
Target sequence (P09471 whole entry, looked up): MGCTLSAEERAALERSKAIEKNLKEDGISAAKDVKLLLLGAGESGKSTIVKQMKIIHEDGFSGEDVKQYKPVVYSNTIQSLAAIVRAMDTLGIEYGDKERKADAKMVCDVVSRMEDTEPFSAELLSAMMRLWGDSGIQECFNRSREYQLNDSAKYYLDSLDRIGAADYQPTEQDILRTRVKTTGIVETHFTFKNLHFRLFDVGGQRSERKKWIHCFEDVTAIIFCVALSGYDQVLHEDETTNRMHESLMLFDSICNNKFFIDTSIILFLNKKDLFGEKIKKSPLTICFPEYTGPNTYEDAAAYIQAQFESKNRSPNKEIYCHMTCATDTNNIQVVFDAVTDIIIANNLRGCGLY
Bim-Mcl-1: human Bim-Mcl-1 interaction inhibition; Q07820; Bead-based flow cytometry, Bim peptide-Mcl-1 binding; inhibition, % at 10 µM; 190,000 tested, 0.1% active; AID 1009; in the data active = inhibition above about 40%;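 note: 0% = no compound tracer wells and 100% = peptide blocker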
Target sequence (Q07820 whole entry, looked up): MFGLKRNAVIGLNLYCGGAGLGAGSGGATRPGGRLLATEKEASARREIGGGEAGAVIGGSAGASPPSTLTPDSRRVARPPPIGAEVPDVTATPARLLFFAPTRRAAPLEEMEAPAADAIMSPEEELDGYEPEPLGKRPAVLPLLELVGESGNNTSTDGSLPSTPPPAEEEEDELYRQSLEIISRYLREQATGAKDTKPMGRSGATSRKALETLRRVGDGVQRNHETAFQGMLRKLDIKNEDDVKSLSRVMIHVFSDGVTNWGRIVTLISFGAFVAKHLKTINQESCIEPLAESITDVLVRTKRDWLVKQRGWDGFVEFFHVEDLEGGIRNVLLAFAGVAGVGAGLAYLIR
HRas wt GTP: human HRas wildtype GTP binding, change in either direction. GST-Ras wt beads, Bodipy-FL-GTP binding, flow cytometry; actives lie on both sides. GTP binding activity, % at 10 µM. 190,000 tested, 0.14% active;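 active = GTP binding activity at least 20% away from the 100% baseline, either lowered as inhibitor or raised as activator; inconclusive = flagged as likely green fluorescent, judged across all proteins in the well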;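 note: 0% = unlabeled GTP competition control and 100% = no-compound control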
Target sequence (P01112 whole entry, looked up): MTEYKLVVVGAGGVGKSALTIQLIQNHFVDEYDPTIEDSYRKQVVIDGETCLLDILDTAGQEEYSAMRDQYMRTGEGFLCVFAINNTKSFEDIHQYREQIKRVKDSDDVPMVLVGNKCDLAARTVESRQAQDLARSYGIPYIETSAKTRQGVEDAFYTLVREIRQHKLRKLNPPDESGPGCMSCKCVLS
Mcl1 Bid PPI: disrupts binding of human Mcl-1 to Bid peptide; TR-FRET Mcl-1/Bid-Dy647 peptide binding, 1536-well; Q07820; 220,000 tested, 0.97% active; inhibition, % at 21.7 µM;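 active = compounds that cut the binding signal by more than half at the single screening dose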;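 note: His-tagged Mcl-1 with europium anti-His antibody binding Bid BH3 peptide; 0% = Mcl-1 plus peptide wells and 100% = peptide-only wells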
Mcl1-Noxa inh: disrupts binding of human Mcl-1 to Noxa peptide. 220,000 tested, 1.5% active. TR-FRET Mcl-1/Noxa peptide binding, 2 h. Q07820. inhibition, % at 21.7 µM;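 active = compounds that cut the protein-peptide binding signal by more than 50% relative to plate controls in a single-dose test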;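 note: His-tagged Mcl-1 with rhodamine Noxa BH3 peptide and terbium anti-His antibody; 0% = Mcl-1 plus Noxa peptide wells and 100% = peptide-only wells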
Rac1 wt GTP bind: human Rac1 wildtype GTP binding, inhibitors and activators | P63000 | GST-Rac1 beads, fluorescent GTP binding, flow cytometry; actives lie on both sides; 0 = cold GTP competed, 100 = untreated | GTP binding activity (% of control), % at 10 µM | 190,000 tested, 0.27% active;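 active = GTP binding activity at least 20 points away from the 100% control level, either lower or higher; inconclusive = compound flagged as likely green fluorescent, judged across all proteins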
Rac1 mut GTP: modulators of GTP binding to human Rac1 activated mutant; P63000; GST-Rac1 activated beads, fluorescent GTP binding, flow cytometry; actives lie on both sides; 100% means binding = to untreated wells; 190,000 tested, 0.11% active; AID 764; percent activity (GTP binding), % at 10 µM;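 active = GTP binding at least 20 percentage points away from the 100% baseline, in either direction, so actives lie on both sides; inconclusive = Compound likely fluorescent itself, or too few beads counted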
Cdc42 wt: modulators (inhibitors or activators) of GTP binding to human Cdc42 wildtype. GST-Cdc42 beads, Bodipy-GTP binding, flow cytometry; actives lie on both sides. P60953. percent activity (GTP binding), % at 10 µM. 190,000 tested, 0.2% active;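 active = percent activity GTP binding at least 20 points away from the 100% baseline, either down as inhibitor or up as activator; inconclusive = compound flagged as likely green fluorescent from well-wide comparison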;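 note: median bead fluorescence of bound Bodipy-FL-GTP at 100 nM; 0% = excess unlabeled GTP control and 100% = no compound control; below 100% means less GTP binding so inhibitor and above means activator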
Rab2 wt GTP: changes GTP binding to wildtype dog Rab2A, up or down. P61105. GST-Rab2 wt beads, Bodipy-GTP binding, flow cytometry. GTP binding activity, % at 10 µM. 190,000 tested, 0.19% active. AID 760;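 active = GTP binding activity at least 20 points away from 100%, either lowered or raised; inconclusive = signal likely due to the compound's own green fluorescence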;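 note: 0% = beads with excess unlabeled GTP and 100% = no-compound control corrected for plate trend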
The depositor's hits bear a star; ? = inconclusive; . = not tested or not shown; & = joins results of further samples. Hits appear at their usual frequency. Share with any hit: about 2.9%.

SMILES	Rab7 wt modul	Pf gamet viab	RGS8-Gao	Bim-Mcl-1	HRas wt GTP	Mcl1 Bid PPI	Mcl1-Noxa inh	Rac1 wt GTP bind	Rac1 mut GTP	Cdc42 wt	Rab2 wt GTP
O=C(COC(=O)c1cccc(S(=O)(=O)N2CCOCC2)c1)Nc1nc(-c2ccccc2Cl)cs1	96	-8	98	-4	99	-3	-12	98	96	99	98
CCCCC(=O)Nc1cccc(NC(=O)c2cccc(Br)c2)c1	108	.	109	-2	98	-22	-6	100	95	96	101
O=C(COC(=O)Cc1ccc(Br)cc1)NC12CC3CC(CC(C3)C1)C2	102	5	97	-3	98	13	9	98	98	96	98
O=C(CSc1nccc(=O)[nH]1)N1CCCc2ccccc21	104	.	100	-3	102	-13	-1	101	101	105	102
COC(=O)/C(=C1/Oc2cc3c(cc2S1)OCO3)C(F)(F)F	101	5	88	0	104	-9	-10	107	100	101	101
CC(=O)Nc1ccc(S(=O)(=O)Oc2ccc(C(=S)N3CCC(O)CC3)cc2)cc1	100	8	103	-10	97	-72	6	100	99	96	98
COCCNC(=O)c1c(CSc2ccc(F)cc2)noc1C(=O)NCc1ccccc1	100	2	101	2	99	9	21	100	97	97	100
CCc1nnc(NC(=O)CSc2nnc(-c3ccccc3OC)n2-c2ccc(C)cc2)s1	97	-33	102	2	99	-10	17	98	95	99	98
O=C1Nc2c(c(=O)[nH]c(=O)n2Cc2ccccc2)C1(NS(=O)(=O)c1ccccc1)C(F)(F)F (stereo not given)	105	-1	105	1	97	-217	-49	96	94	94	100
COC(=O)c1ccc(NC(=O)c2ccc(OC(C)=O)c(OC)c2)cc1	96	-8	99	-3	95	10	22	97	94	95	96
O=C(CSc1nnc(-c2ccncc2)n1Cc1ccco1)Nc1ccccc1Cl	102	.	99	-1	102	-30	16	104	99	102	101
O=[N+]([O-])c1ccc(N2CCN(S(=O)(=O)c3ccccc3)CC2)cc1NCCN1CCOCC1	97	.	127	-7	99	4	16	101	99	98	99
C[C@@H](C(=O)OCC(=O)NCCc1ccc(S(N)(=O)=O)cc1)N1C(=O)C2CCCCC2C1=O (stereo not given in full)	105	.	99	-1	98	-9	1	102	99	98	101
CCOC(=O)c1cccc(NC(=O)CSc2nnc(-c3ccncc3)n2CCCOC)c1	100	13	103	1	100	-12	-6	103	99	101	101
CC(=O)c1c(C)[nH]c(C(=O)OC2CCOC2=O)c1C (stereo not given)	99	.	98	0	102	-13	1	100	97	100	99
Cc1ccc(NC(=O)c2ccccc2OCC(=O)Nc2cccc(Cl)c2C)nc1	95	.	100	2	94	3	4	95	93	92	96
O=C(NCC1CCCO1)c1ccc(Oc2ccc([N+](=O)[O-])cc2)cc1 (stereo not given)	108	-8	96	0	103	-9	-20	105	99	100	102
O=C1CN(C(=S)NC(=O)c2ccc(-c3ccccc3)cc2)CCN1	109	11	102	1	102	-2	15	101	97	105	107
CCn1c(C)c2c(C)nnc(C)c2c1C	95	.	101	-4	93	-27	.	89	91	93	91
CCc1nc2ccccc2c(C(=O)NCc2ccccc2)c1C	104	-9	106	0	99	1	7	101	94	98	96
O=C(/C=C/c1ccc(Cl)cc1)NC(=S)Nc1ccc(CN2CCOCC2)cc1	99	14	99	-26	99	-9	8	102	100	98	99
CCOc1ccccc1N1C(=O)c2ccc(C(=O)Nc3cccnc3)cc2C1=O	91	.	94	4	95	-12	1	98	94	97	96
COc1ccc(N(C)C(=O)CCC(=O)Nc2ccc3nc(N4CCOCC4)cc(C)c3c2)c(OC)c1	103	-10	101	-3	95	19	22	89	98	91	100
C=CCn1c(C2CC2)n[nH]c1=S	95	13	101	-1	96	-23	7	97	95	97	95
O=C(O)CCN(CCC(=O)O)c1nnc(SCc2ccccc2)s1	105	.	94	3	104	4	6	105	101	104	101

More entries.
SMILES	Rab7 wt modul	Pf gamet viab	RGS8-Gao	Bim-Mcl-1	HRas wt GTP	Mcl1 Bid PPI	Mcl1-Noxa inh	Rac1 wt GTP bind	Rac1 mut GTP	Cdc42 wt	Rab2 wt GTP
CN(C)C(=O)c1cc(C(=O)c2ccc(C(F)(F)F)cc2F)c[nH]1	100	20	103	-3	97	-9	17	102	95	101	100
Cc1ccc(S(=O)(=O)NC(=NCC(=O)O)c2ccccc2)cc1	96	.	96	-1	96	-4	5	97	99	96	98
CC1(C)Cc2nc3n[nH]c(N)c3cc2CO1	100	.	102	2	98	-34	-1	104	98	101	99
CC(OC(=O)c1cccs1)C(=O)NCC1CCCO1 (stereo not given)	100	.	100	5	102	-13	-7	107	102	104	101
CCc1ccc(C(=O)NC(CC(C)C)C(=O)O)cc1 (stereo not given)	96	.	100	-1	94	10	19	92	93	94	92
CC(C)(C)NC(=O)CN(C(=O)C1CSC(=O)C1)c1ccccc1F (stereo not given)	97	-16	99	1	99	-25	1	102	98	99	99
O=C(c1ccccc1)C(Nc1ccccn1)c1ccccc1 (stereo not given)	95	-37	100	0	98	-18	-14	96	96	98	96
c1ccc(CN2CCCC3(CCCN(Cc4nc(CC5CC5)no4)C3)C2)cc1 (stereo not given)	94	15	112	-5	96	-19	-5	99	96	97	97
Cc1ccc(NC(=O)C2CC(=O)N(c3ccc4c5c(cccc35)CC4)C2)cc1 (stereo not given)	?	.	104	0	?	-6	.	?	?	?	?
Cc1c(NC(C)c2ccccc2O)c(=O)n(-c2ccccc2)n1C (stereo not given)	99	.	101	0	104	-18	5	108	101	107	103
CN1CCN(CC(C)(C)NS(=O)(=O)c2ccc(Cl)cc2)CC1	91	.	103	0	95	-37	-3	94	95	94	98
CC(C)CCn1c(SCC(N)=O)nc2c1c(=O)n(C)c(=O)n2C	101	.	100	-1	100	-16	-6	104	100	102	101
CC(=O)c1csc(-c2ccccc2)n1	100	5	103	0	95	-18	13	98	93	95	96
COc1ccc(S(=O)(=O)N2CCCCC2C(=O)O)cc1 (stereo not given)	99	1	75	-4	100	3	23	102	103	101	101
CCN(CC)S(=O)(=O)c1cc(NC(=O)C(CC(C)C)NC(N)=O)ccc1C (stereo not given)	97	-10	102	0	98	-22	2	99	97	101	99
Cn1c(N)c(C(=O)COC(=O)Cn2cc(C(F)(F)F)ccc2=O)c(=O)n(C)c1=O	100	.	96	2	102	-45	-5	106	100	104	101
COc1ccc(C2OC(=O)CC2C(=O)NC2CCCC(C)C2C)cc1OC (stereo not given)	93	-44	104	-4	98	-21	5	98	98	99	96
Cc1ccc(NC(=O)/C(=C/c2cccs2)NC(=O)c2ccco2)c(C)c1	99	7	104	-3	103	-4	6	105	101	106	101
O=C(Oc1ccccc1)c1ccc(COC(=O)c2cnccn2)cc1	101	.	108	0	106	-14	5	101	99	106	105
O=C1CN(CC(=O)Nc2ccc(Cl)cc2)CCN1	95	.	100	-2	100	-21	-13	97	98	98	97
COC(=O)c1ccc(CSc2nnc3ccccn23)o1	106	.	103	-4	109	2	10	110	108	112	109
O=C(NCC1CCCO1)c1cc2ccccc2[nH]1 (stereo not given)	101	.	105	-2	101	-11	-10	105	100	103	102
CCOc1cc(N2CCOCC2)c(OCC)cc1NC(=O)c1ccccc1	103	-8	101	0	100	-25	-5	101	98	100	101
Cc1nc2ccccn2c1C(=O)N=Nc1c(O)n(CCC(C)C)c2ccccc12	97	-1	101	-3	98	34	-1	102	99	99	98
CCn1c(C)cc2c(c1=O)C(c1ccc3c(c1)OCO3)C(C#N)=C(N)O2 (stereo not given)	100	5	103	0	98	-26	4	103	99	100	99

Continued:
SMILES	Rab7 wt modul	Pf gamet viab	RGS8-Gao	Bim-Mcl-1	HRas wt GTP	Mcl1 Bid PPI	Mcl1-Noxa inh	Rac1 wt GTP bind	Rac1 mut GTP	Cdc42 wt	Rab2 wt GTP
CCCCN(c1ccccc1)S(=O)(=O)c1ccc2c(c1)CCN2C(=O)CCC(=O)O	98	.	100	-1	101	-5	19	98	97	98	99
C=CCn1c(-c2cccc([N+](=O)[O-])c2)n[nH]c1=S	101	4	96	-3	98	-21	-1	98	95	100	96
COc1cc(/C=N/NC(=O)CCC(=O)NCc2ccccc2)cc(OC)c1OC	103	-8	109	-1	100	5	10	103	98	97	96
COc1ccc(N2C(=O)[C@@H]3[C@H](C2=O)[C@H](C(=O)c2ccc(OC(C)=O)cc2)N2N=CC=C[C@@H]32)cc1	101	.	104	4	99	-46	8	98	98	99	100
Cn1c(=O)c2cc(S(=O)(=O)NCCC(=O)NC3CCCCCC3)ccc2n(C)c1=O	98	.	99	0	96	3	-6	98	96	95	96
O=[N+]([O-])c1ccc(N2CCN(S(=O)(=O)c3ccc4ccccc4c3)CC2)cc1NCc1ccco1	97	-2	101	-3	96	12	33	90	94	93	96
Brc1ccc(-c2cnnc(N3CCCC3)n2)cc1	103	-9	101	-4	101	-11	35	103	99	101	98
O=C1c2[nH]nc(-c3ccccc3O)c2C(c2cccc(Cl)c2)N1Cc1ccco1 (stereo not given)	106	-1	95	4	106	-18	1	104	100	106	107
CC1CN(S(=O)(=O)c2cn(C)c(=O)n(C)c2=O)CC(C)O1 (stereo not given)	103	.	98	1	105	-9	12	109	100	106	104
O=c1[nH]c(SCc2n[nH]c(=S)n2-c2ccccc2)nc2ccccc12	104	-20	98	-1	101	-2	15	102	99	100	101
CCCCS(=O)CC(CS(=O)CCCC)OC(=O)c1ccccc1 (stereo not given)	100	15	99	-1	96	-3	-5	99	97	99	98
Cc1c(C(=O)O)oc2c1C(O)CC(C)(C)C2 (stereo not given)	99&104	9	102&104	-5&1	101&103	-5&-24	31&-4	108&103	99&98	107&101	102&100
CC1CCC(NC(=O)CN2C(=O)C3CCCN3c3ncc(Cl)cc32)CC1 (stereo not given)	102	.	97	-1	99	-23	-2	104	99	100	100
O=C(c1ccccc1)c1ccc(OCCO)cc1	99	.	106	2	98	-19	9	100	99	101	102
C(=N\Nc1nc2ccccc2[nH]1)/C1CCCCC1	103	6	108	1	99	-59	-22	98	95	97	98
COc1ccc(C(N)CCc2ccc(C)o2)cc1 (stereo not given)	104	-17	89	0	104	-65	20	105	99	105	103
COc1cc(NC(=S)Nc2cccc(Cl)c2Cl)c(OC)cc1Cl	95	.	99	-1	95	-21	.	96	93	96	92
COc1cc(OC)cc(C(=O)NC(=S)Nc2ccc(N3CCCC3)cc2)c1	98	-5	103	-4	101	-36	14	104	99	102	101
